Screening data from PubChem BioAssay.
M. tuberculosis GlmU = inhibition of mycobacterial GlmU enzyme – biochemical, glucosamine-1-phosphate acetyltransferase (AID 1376); M. tuberculosis GlmU acetyltransferase enzyme assay; higher % means a stronger effect; inhibition, %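 (tested at 30 µM in the primary screen)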, or IC50 in µM where a hit was titrated; 220,000 tested, 0.25% active; in the data active means inhibition above about 13%;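 further: 0% = complete reaction with vehicle and 100% = reaction without substrate; strong numbers were not always called active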
RmlCD inh 1536 = inhibitors of Mycobacterium tuberculosis RmlC and RmlD coupled enzymes. P9WH09+P9WH11. RmlC+RmlD coupled enzyme assay, percent inhibition; primary screen in compound mixtures. inhibition, % at 3.6 µM. 160,000 tested, 0.03% active; in the data active means inhibition mostly above about 34%, no sharp cut-off; further: some results filed as inactive read as strong as hits
Target sequence (P9WH09 whole entry, looked up): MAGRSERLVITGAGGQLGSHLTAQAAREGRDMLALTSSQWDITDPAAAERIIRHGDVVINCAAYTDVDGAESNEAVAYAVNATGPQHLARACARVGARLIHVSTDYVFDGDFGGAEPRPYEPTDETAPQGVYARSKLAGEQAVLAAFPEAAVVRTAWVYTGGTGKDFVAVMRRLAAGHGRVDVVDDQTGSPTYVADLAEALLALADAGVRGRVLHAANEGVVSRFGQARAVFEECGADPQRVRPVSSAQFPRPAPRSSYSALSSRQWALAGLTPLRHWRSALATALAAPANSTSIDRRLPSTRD
Target sequence (P9WH11 whole entry, looked up): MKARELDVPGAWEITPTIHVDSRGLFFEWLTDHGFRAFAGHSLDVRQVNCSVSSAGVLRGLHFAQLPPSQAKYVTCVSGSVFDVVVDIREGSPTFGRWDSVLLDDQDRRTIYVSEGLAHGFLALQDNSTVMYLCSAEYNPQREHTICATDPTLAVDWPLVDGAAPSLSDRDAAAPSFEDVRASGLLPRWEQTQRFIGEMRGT
* marks the source's active call; other numbers are inactive results; · = no result given.

item	Structure	M. tuberculosis GlmU	RmlCD inh 1536
1	CCOC(=O)N1CCN(C(=O)C2CCN(S(=O)(=O)c3cc(OC)ccc3OC)CC2)CC1	1.5%	-9
2	COc1ccc(NC(=O)COc2ccc3c(c2)CCC3)cc1	-3.6%	-6
3	COc1ccc(C(=O)n2nc(-c3ccccc3)nc2N)cc1OC	-4.6%	7
4	COc1ccc(C2=CC(=O)N(Nc3ccccc3)C2=O)cc1	-5.4%	-8
5	CC1CCN(C(=O)c2ccc3c(Cl)c4c(nc3c2)CCCC4)CC1	-0.9%	-9
6	O=C(NC1CC1)C1=C[C@H](c2csc3ccccc23)C[C@H](OCc2ccc(CO)cc2)O1	-3.1%	·
7	CCCCN1/C(=C/c2ccc3ccccc3[n+]2CC)Sc2ccccc21	-5.9%	7
8	O=C(COC(=O)CCCNC(=O)c1ccc(Cl)cc1)Nc1ccc(Br)cc1	0.5%	·
9	CC12CC3CC(C)(C1)CC(Nc1nc(N4CCOCC4)nc4ccccc14)(C3)C2	-3.2%	20
10	CCCCNc1nc2ccccc2n1CC(=O)Nc1ccc2c(c1)OCCO2	-4.2%	-6
11	CCc1nnc(NC(=O)c2ccc(S(=O)(=O)N(CCOC)CCOC)cc2)s1	2.9%	8
12	CC(=O)Nc1ccc(NC(=O)CN(c2cccc(C(C)=O)c2)S(C)(=O)=O)cc1	-2.5%	·
13	CC(=O)c1cccc(S(=O)(=O)NC2CC2)c1	-5.5%	9
14	CC(=O)N(C1=C(Cl)C(=O)c2ccccc2C1=O)C1CCCCC1	-1.0%	7
15	Cc1nc(NC(=O)/C=C/c2ccccc2)sc1C(=O)N(C)C	1.2%	·
16	CCOC(=O)C1=C(NC(=S)NC(=O)c2ccccc2)c2ccccc2CC1(C)CC (stereo not given)	2.2%	-2
17	CCN1CCN(c2cc(C)c3cc(NC(=S)N4CC(C)CC(C)C4)ccc3n2)CC1 (stereo not given)	8.6%	5
18	NC(=O)c1csc(-c2ccncc2)n1	5.0%	-3
19	CCC(c1nnnn1Cc1ccccc1)N1CCN(c2ccccc2)CC1 (stereo not given)	6.0%	-3
20	CCOc1ccc(/C=C/C(=O)c2c(O)c3ccccc3oc2=O)cc1	·	7
21	CC1CCCCN1C(=O)c1cnn2c(C(F)(F)F)cc(-c3ccco3)nc12 (stereo not given)	-7.0%	10
22	Brc1ccc(NCc2nnc3n2CCCCC3)cc1	0.3%	-8
23	c1cnc(Sc2ccc3nnnn3n2)nc1	-8.1%	-8
24	CC1Cc2ccccc2N1C(=O)CN1CCC(C(N)=O)CC1 (stereo not given)	-0.8%	6
25	COc1cccc(NC(=O)N2CCCC2C(=O)NCC(C)C)c1 (stereo not given)	2.8%	·
26	CCSc1nnc(NC(=O)CSc2nc3c(cc2C#N)CCCC3)s1	6.2%	4
27	CC(C)CCNC(=O)C(c1ccco1)N(CC1CCCO1)C(=O)Cn1nnc2ccccc21 (stereo not given)	0.6%	10
28	C=CCc1c(C)[nH]c(=O)[nH]c1=O	-0.4%	0
29	C[C@]12C=CC(=O)C=C1CCC1C3CC[C@](O)(C(=O)CO)[C@@]3(C)CC3OC312 (stereo not given in full)	7.3%	·
30	Cn1c(=O)c2c(nc(CN3CCC(C(N)=O)CC3)n2CCCc2ccccc2)n(C)c1=O	1.5%	-3

In the list so far, these contain a Cl atom:
item	Structure	M. tuberculosis GlmU	RmlCD inh 1536
5	CC1CCN(C(=O)c2ccc3c(Cl)c4c(nc3c2)CCCC4)CC1	-0.9%	-9
8	O=C(COC(=O)CCCNC(=O)c1ccc(Cl)cc1)Nc1ccc(Br)cc1	0.5%	·
14	CC(=O)N(C1=C(Cl)C(=O)c2ccccc2C1=O)C1CCCCC1	-1.0%	7

(list continues)
item	Structure	M. tuberculosis GlmU	RmlCD inh 1536
31	CCn1cc(C(=O)N2CCOCC2)c2ccccc21	-4.5%	-5
32	C/C(=N\NC(=O)c1c(C)nc2ccccn12)c1ccco1	-2.8%	-10
33	O=C(c1cnc(-c2ccc(Cl)cc2)s1)c1ccc(Cl)cc1Cl	-0.2%	24
34	CC(NC(=O)NNC(=O)c1ccncc1)(C(F)(F)F)C(F)(F)F	0.1%	65
35	N#C/C(=N\Nc1ccc(Cl)cc1)C(N)=S	4.7%	-5
36	Cc1nnc(C)n1/N=C/c1ccccc1	3.0%	·
37	CC(C)(C)C1=CC(=O)C(=O)C(C(C)(C)C)=C1	6.9%	·
38	Cc1[nH]nc2c1C(c1cccc(OC(=O)N3CCOCC3)c1)C(C#N)=C(N)O2 (stereo not given)	8.4%	4
39	COCCCNC(=O)C1CCC(CNS(=O)(=O)c2ccc(Cl)cc2)CC1 (stereo not given)	2.9%	-8
40	CN(NC(=O)Nc1ccc(Cl)cc1)c1ncc(C(F)(F)F)cc1Cl	-0.8%	·
41	COc1cc(NC(=O)c2noc3c2CCCC3)c(OC)cc1Cl	0.0%	-39
42	COc1ccc(NS(=O)(=O)c2cccc(C(=O)N/N=C/c3cn(-c4ccccc4)nc3-c3ccc(OC)cc3)c2)cc1	1.5%	7
43	CC(=O)c1cc(F)c(N2CCN(CCC#N)CC2)cc1C	1.4%	·
44	Cn1nc(C(=O)Nc2cccc(C(F)(F)F)c2)ccc1=O	2.1%	8
45	Cc1cc(C)c[n+](CC(=O)c2cc3ccccc3oc2=O)c1	-2.5%	8
46	Cc1ccccc1C(=O)N=c1c(C#N)cc2c(=O)n3cccc(C)c3nc2n1Cc1ccco1	·	-8
47	Cn1ncc2c(=O)n(/N=C/c3ccccc3)cnc21	-0.7%	6
48	CCOc1ccc(N2CC(C(=O)NCCN3C(=O)S/C(=C\c4ccc(OC)c(OC)c4)C3=O)CC2=O)cc1 (stereo not given)	-5.1%	30
49	CCCOC(=O)NC(CC)COC(=O)Nc1cccc(C)c1C (stereo not given)	4.0%	·
50	CC(=O)CSc1ncnc2sc3c(c12)CCC(C)C3 (stereo not given)	1.7%	-12
51	CC(C)c1nnc(NC(=O)c2ccc(S(=O)(=O)N3CCOCC3)cc2)s1	0.5%	18
52	O=C1NC(=O)C2C1C(c1ccccc1)N1C3C(=O)NC(=O)C3C(c3ccccc3)N21 (stereo not given)	7.1%	22
53	CC1Nc2ccccc2C(=O)N1NC(=O)c1ccc(Br)cc1 (stereo not given)	-3.6%	-6
54	CCc1cc(=O)n2[nH]c(C)c(-c3ccccc3OC)c2n1	-5.9%	-5
55	CC1(C)CC(=O)C(C=Nc2cccnc2)=C(O)C1	0.0%	·
56	CCC(=NCC1CCCO1)c1c(O)[nH]c(=O)[nH]c1=O (stereo not given)	2.4%	1
57	CNC(=O)c1sc(SC)cc1-c1ccc(Cl)cc1	2.5%	-5
58	OCCN1CCN(c2nc(-c3ccccc3)nc3c2oc2ccccc23)CC1	1.2%	·
59	Cc1ccc(C2(C(F)(F)F)NC(=O)N3CCCN=C3S2)cc1 (stereo not given)	0.9%	8
60	CCC1CCCN1Cn1cnc2c([nH]c3ccccc32)c1=O (stereo not given)	·	-6

Not a retest: an excerpt of the list.
item	Structure	M. tuberculosis GlmU	RmlCD inh 1536
37	CC(C)(C)C1=CC(=O)C(=O)C(C(C)(C)C)=C1	6.9%	·
38	Cc1[nH]nc2c1C(c1cccc(OC(=O)N3CCOCC3)c1)C(C#N)=C(N)O2 (stereo not given)	8.4%	4
39	COCCCNC(=O)C1CCC(CNS(=O)(=O)c2ccc(Cl)cc2)CC1 (stereo not given)	2.9%	-8
40	CN(NC(=O)Nc1ccc(Cl)cc1)c1ncc(C(F)(F)F)cc1Cl	-0.8%	·
41	COc1cc(NC(=O)c2noc3c2CCCC3)c(OC)cc1Cl	0.0%	-39
42	COc1ccc(NS(=O)(=O)c2cccc(C(=O)N/N=C/c3cn(-c4ccccc4)nc3-c3ccc(OC)cc3)c2)cc1	1.5%	7

Further entries follow:
item	Structure	M. tuberculosis GlmU	RmlCD inh 1536
61	O=C(Cn1cnc2ccccc21)N/N=C/c1ccco1	3.9%	-11
62	Cc1ccccc1NC(=O)C1C2CC/C=C\CCC21 (stereo not given)	2.6%	-3
63	CCCCN(C(=O)Cc1cccs1)c1nnc(-c2cccnc2)s1	-8.4%	·
64	CNC(=O)C(Sc1ccccc1)c1ccccc1 (stereo not given)	3.6%	-3
65	NS(=O)(=O)c1cccc(NC(=O)COC(=O)Cc2ccc(S(=O)(=O)N3CCCCC3)s2)c1	-1.9%	-8
66	C[C@@H]1CN(Cc2nc(-c3cnccn3)no2)C[C@H](C)O1	-3.2%	49
67	COc1ccc(N2C(=O)C3CCCN3C2c2cccc(F)c2)cc1Cl (stereo not given)	7.2%	-3
68	CCOc1ccc(NC(=O)c2ccco2)cc1	-3.2%	-3
69	CN1CCN(c2nc(-c3cccs3)cc(C(F)(F)F)n2)CC1	-2.6%	-5
70	CC(=O)NC1=NC(=O)/C(=C/c2cc(C)n(-c3cccc(C(=O)O)c3)c2C)S1	94µM*	4
71	Nc1c(C(=O)NCc2ccco2)c2nc3ccccc3nc2n1Cc1ccccc1	2.1%	·
72	CC(=NCc1cccnc1)c1c(O)n(-c2ccccc2)c(=O)[nH]c1=O	0.1%	-4
73	Nn1c(SCC(=O)N2CCN(S(=O)(=O)c3ccc(Cl)cc3)CC2)nnc1-c1cccs1	3.9%	-6
74	CC(C)(C)SCCNC(=O)CSc1ccccc1	-2.5%	·
75	COc1ccc(S(=O)(=O)Cc2ccc(C(=O)N3CCN(c4ccccc4)CC3)o2)cc1	1.2%	10
76	CCOC(=O)c1cccc(NC(=O)C2CCCN(S(=O)(=O)c3c(C)nn(C)c3C)C2)c1 (stereo not given)	-3.8%	5
77	CCOC(=O)C1=CN(C)C=C(C(=O)OCC)C1c1ccsc1	0.2%	-8
78	CCOC(=O)C1CCN(C(=O)C2(NC(=O)Nc3cccc(F)c3)CCCCC2)CC1	-5.0%	11
79	COC(=O)C1=C(C)Nc2nnnn2C1c1ccc(Cl)cc1Cl (stereo not given)	1.1%	·
80	CSc1ccccc1C(=O)Nc1cc(C)cc(C)c1	-1.6%	·
81	COc1cccc(CNC(=O)C2CCN(S(=O)(=O)c3ccc(F)cc3)CC2)c1	-0.2%	·
82	CN1C(=O)c2ccc(NC(=O)c3c(F)c(F)c(F)c(F)c3F)cc2C1=O	0.8%	0
83	COc1ccccc1CN1CCCC(C(=O)N(C)Cc2ccccc2)C1 (stereo not given)	2.1%	5
84	CCOC(=O)CC1=C(C(=O)OCC)C(c2ccc(OC)cc2OC)C(C#N)=C(N)O1 (stereo not given)	4.0%	6
85	CCOc1ccc(/C=N/O)cc1	-1.3%	-5
86	CC1(C)CC(=O)C2=C(C1)OC(N)=C(C#N)C21CCN(Cc2ccccc2)CC1	-4.1%	-9
87	COC(C[C@H](O)[C@@H](C)[C@H](O)COCc1ccccc1)OC	5.9%	·
88	Cc1c(Cl)cccc1N1C(=O)C2ON(c3ccccc3)C(c3cccnc3)C2C1=O (stereo not given)	-1.2%	2
89	O=C1c2ccccc2C(=O)N1CCSc1nc2ccccc2c(=O)n1CCCN1CCOCC1	-3.6%	-11
90	C/C(=N\NC(=O)c1ccc2c(c1)OCO2)c1ccc2c(c1)OCO2	-1.6%	·

(more compounds)
item	Structure	M. tuberculosis GlmU	RmlCD inh 1536
91	CCn1c(CSc2nccn2C)nc2cc(C(=O)O)ccc21	1.4%	-10
92	COc1cccc(NC(=O)C(NCC2CCCCC2)c2ccccc2)c1 (stereo not given)	0.9%	·
93	Cc1cc(C)cc(N(C(=O)c2sc(C)nc2C)C(C(=O)NCc2ccco2)c2ccccc2)c1 (stereo not given)	-5.2%	7
94	CC1=C(C)C(=O)NC(Nc2nc(C)c3cc(C)cc(C)c3n2)N1 (stereo not given)	7.2%	·
95	CC(C)=CCc1c(O)cc(O)c2c(=O)c3c(CC=C(C)C)c(O)ccc3oc12	3.4%	·
96	C(=N\n1cnnc1)/c1ccc(OC2CSC2)cc1	-3.1%	2
97	CCN(CC)C(=O)Cn1cc(C(=O)C(=O)N2CCCc3ccccc32)c2ccccc21	·	5
98	C=CCNCCCCOc1ccccc1	-3.5%	-13
99	COc1ccc(C(=O)Nc2nccs2)cc1OC	-2.3%	·
100	Nc1ccccc1-c1nnc(SCc2ccccc2Cl)[nH]c1=O	3.8%	3
101	CC(=O)NNC(=O)CCn1nnc2ccccc21	6.0%	·
102	Cc1ccc(NC(=O)CSC2=C(C#N)C(c3ccc4c(c3)OCO4)C3=C(CCCC3=O)N2)c(C)c1 (stereo not given)	6.3%	-1
103	Cc1ccc(C)c(NC(=S)NCc2cccs2)c1	9.7%	-11
104	CCOC(=O)CNc1ncnc2nc[nH]c12	0.0%	7
105	CCOC(=O)c1nnn(-c2nonc2N)c1-c1cccc2ccccc12	-3.6%	·
106	Cc1ccc(N(CC(=O)Nc2ccc3c(c2)OCCO3)S(=O)(=O)c2c(C)noc2C)cc1	6.4%	-4
107	COc1cccc(NC(=O)CSc2nc3c([nH]c4ccccc43)c(=O)n2C)c1	6.7%	-11
108	CNC(=S)N1CCn2cccc2C1c1cc(OC)c(OC)c(OC)c1 (stereo not given)	5.5%	6
109	O=C(c1ccccc1)c1ccc(C(=O)N2CCOCC2)cc1	-1.4%	11
110	O=C(NCC(=O)N(c1ccc(F)cc1)C(C(=O)NC1CCCC1)c1cccnc1)c1cccs1 (stereo not given)	-3.7%	20
111	Cc1ccc(OCc2nnc(SCC(=O)O)n2N)cc1	-3.8%	·
112	C(=C\c1ccccc1)/C=N/Nc1nc(N2CCCCC2)nc(N2CCCCC2)n1	2.4%	-5
113	O=C(CCC(=O)NNC(=O)COc1ccccc1)NCc1ccccc1	2.2%	·
114	CN(C(=O)COc1ccccc1)c1nnc(C23CC4CC(CC(C4)C2)C3)s1	1.8%	·
115	CC(=O)N1CCN(Cc2nc3cc(NC(=O)c4ccccc4)ccc3n2C)CC1	-2.7%	·

Values in list order from above.
M. tuberculosis GlmU for entries 83 to 92 → 2.1%, 4.0%, -1.3%, -4.1%, 5.9%, -1.2%, -3.6%, -1.6%, 1.4%, 0.9%

This is a subset; count on the stated rates, not on these rows.
